Source: PubChem BioAssay
Tau fluor cs – counter-screen for tau fibril formation inhibitors | tau K18 P301L (four-repeat tau fragment) Alexa594 fluorescence, heparin fibrillization | Potency, µM (highest dose often 57.7 µM), inactives show at the top dose activity change, negative = decrease | actives 0.93% (n = 280,000); further: potency means the concentration at half of the fitted maximal effect; on the % scale 0 is the no-effect control and ±100 the full control effect; nearly all actives have a fitted effect of over 55% in size
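Human K18 P301L tau (15 uM unlabeled plus 0.24 uM Alexa 594-labeled, final) in 100 mM sodium acetate pH 7 was mixed with compound and 20 uM heparin and incubated 6 hr at 37 C.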
TRb-SRC2 inh – TRbeta-SRC2 interaction inhibition; TRbeta-SRC2 peptide binding, fluorescence polarization; receptor liganded with 1 µM T3; Potency, µM (doses to about 106 µM), without a hit: at the top dose activity change, negative = inhibition, most hits filed as inhibitors; actives 0.065% (n = 280,000); AID 1469;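 further: potency means the concentration at half of the fitted maximal effect; plate controls were bound peptide for no effect and peptide without receptor for full effect; nearly all actives have a fitted effect of over 50% in size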
Target sequence (P10828 whole entry, looked up): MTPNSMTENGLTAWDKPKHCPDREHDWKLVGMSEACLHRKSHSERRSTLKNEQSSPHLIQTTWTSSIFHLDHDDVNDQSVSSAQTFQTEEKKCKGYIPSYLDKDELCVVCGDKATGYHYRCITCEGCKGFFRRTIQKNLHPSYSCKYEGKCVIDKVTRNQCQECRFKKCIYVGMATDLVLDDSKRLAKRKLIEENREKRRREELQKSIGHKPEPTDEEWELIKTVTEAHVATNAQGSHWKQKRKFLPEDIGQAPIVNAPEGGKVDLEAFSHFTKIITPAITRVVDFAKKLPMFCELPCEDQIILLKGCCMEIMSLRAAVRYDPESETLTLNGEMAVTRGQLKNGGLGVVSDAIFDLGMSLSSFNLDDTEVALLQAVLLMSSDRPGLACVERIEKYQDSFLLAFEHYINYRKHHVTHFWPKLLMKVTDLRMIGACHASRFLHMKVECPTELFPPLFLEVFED
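Binding of a 20-amino-acid Texas Red SRC2 peptide (20 nM) to TRb ligand-binding domain (0.6 uM) with agonist T3 at 1 uM was followed by fluorescence polarization after a 5 hr room-temperature incubation.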
NPSR antag – neuropeptide S receptor (human) antagonism, cAMP. AID 1461. CHO-NPSR cells, cAMP TR-FRET, antagonist mode. Potency, µM (highest dose often 38.3 µM), for inactives: top-dose activity change, negative = inhibition, most hits filed as inhibitors. actives 1% (n = 220,000); further: potency means the concentration at half of the fitted maximal effect; on the % scale 0 is the no-effect control and ±100 the full control effect; nearly all actives have a fitted effect of over 50% in size; many of its hits are not listed in these tables
Target sequence (Q6W5P4 whole entry, looked up): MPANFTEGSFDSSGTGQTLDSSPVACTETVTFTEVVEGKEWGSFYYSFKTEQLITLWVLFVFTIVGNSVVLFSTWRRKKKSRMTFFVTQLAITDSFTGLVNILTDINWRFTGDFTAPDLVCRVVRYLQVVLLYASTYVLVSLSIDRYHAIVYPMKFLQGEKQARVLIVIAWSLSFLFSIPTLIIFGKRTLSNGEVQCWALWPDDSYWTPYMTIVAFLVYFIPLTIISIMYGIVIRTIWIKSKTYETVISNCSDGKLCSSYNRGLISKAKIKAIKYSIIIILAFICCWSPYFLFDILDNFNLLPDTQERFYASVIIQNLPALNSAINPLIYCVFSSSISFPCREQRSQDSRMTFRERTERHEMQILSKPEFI
aGal spleen mod – alpha-galactosidase A (human) modulation. Potency, µM (series often up to 80 µM), for inactives: at the highest dose activity change, negative = inhibition, hits mostly inhibitors. human spleen homogenate, 4MU-alpha-Gal fluorescence, 40 min. actives 0.008% (n = 240,000). P06280;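 further: potency means the concentration at half of the fitted maximal effect; 0% = enzyme with vehicle and -100% = no enzyme basal signal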
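Inhibition or activation of alpha-galactosidase in human spleen homogenate is scored by 4-MU fluorescence after 40 min at 37C, pH 5.0, with 1 mM substrate. AC50s come from concentration-response fitted to the Hill equation.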
Epigenetic reg – regulators of epigenetic silencing causing reporter derepression in mouse cells | murine LDR cells, GFP reporter derepression, 30 h | Potency, µM (top dose mostly 53.9 µM), for inactives: top-dose GFP activation, most hits filed as activators | actives 0.2% (n = 280,000) | AID 1865; further: potency means the concentration at half of the fitted maximal effect; % of control where 0% means no effect; nearly all actives have a fitted effect of over 60% in size
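In this reporter-derepression format, murine cells bearing a silenced integrated CMV-GFP locus incubate with test compound (30 h, 37 C), then are washed and imaged; fluorescent objects of 20–120 um count as induced cells.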
CBFb RUNX1 block – CBF-beta/RUNX1 interaction disruption; Q01196+Q13951; AlphaScreen CBFb-His/RUNX1-biotin binding, biochemical; Potency, µM (doses to about 59.8 µM), inactives show top-dose activity, negative = inhibition, hits mostly inhibitors; 230,000 tested, under 10 active; further: % of control where 0% means no effect
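Read-out: AlphaScreen. Format: His-CBF-beta with biotinylated RUNX1 (30 nM each) preincubated 20 min, compound 15 min, Ni-chelate plus streptavidin beads 90 min; room temperature throughout.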
Tau FP inhib – blocks human tau fibril formation measured by polarization | P10636 | Potency, µM (doses to about 57.7 µM), for inactives: at the highest dose activity, negative = inhibition, usual class: inhibitors | actives 0.39% (n = 280,000) | K18 P301L tau heparin fibrillization, Alexa594 FP, 6 h; further: potency means the concentration at half of the fitted maximal effect; on the % scale 0 is the no-effect control and ±100 the full control effect; nearly all actives have a fitted effect of over 55% in size
Target sequence (P10636 561-689 P618L limits assumed): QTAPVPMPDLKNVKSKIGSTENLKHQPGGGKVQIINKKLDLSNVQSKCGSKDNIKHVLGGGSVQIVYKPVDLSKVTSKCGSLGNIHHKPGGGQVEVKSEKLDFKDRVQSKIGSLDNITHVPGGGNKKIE
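FP of Alexa 594-tau after heparin (20 uM) induction. Substrate: human K18 P301L, 15 uM unlabeled, 0.24 uM labeled. Buffer 100 mM sodium acetate pH 7. 6 hr, 37 C.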
TR SRC2 fluor cs – alters Texas Red total fluorescence, flagging assay interference; Potency, µM (highest dose often 106 µM), for inactives: top-dose fluorescence change, negative = quenching; TRb/SRC2 Texas Red total fluorescence interference; actives 0.29% (n = 280,000); active means well fitted curve in either direction with a large enough effect; inconclusive means small, poorly fitted or top-dose-only effect; further: potency means the concentration at half of the fitted maximal effect; on the % scale 0 is the no-effect control and ±100 the full control effect
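Flags fluorescent or light-absorbing compounds by total fluorescence, S + 2P, at 555 nm excitation and 632 nm emission. Mixture: 20 nM Texas Red SRC2 peptide, 0.6 uM human TRb LBD, 1 uM T3, 5% DMSO; compound exposure 5 h at ambient temperature.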
* marks the source's active call; other numbers are inactive results; u = inconclusive; x = no result given; [ ] = another dose, or the depositor's remark. Unless noted, the call rests on the fitted dose curve; in most records, active means well fitted curve in the direction sought with a large enough effect; inconclusive means small, poorly fitted or top-dose-only effect, or another doubt; inactive means no such curve, though single readings can be large; an effect the other way counts as inactive or inconclusive. This is a subset; count on the stated rates, not on these rows.

| nr | smiles | Tau fluor cs | TRb-SRC2 inh | NPSR antag | aGal spleen mod | Epigenetic reg | CBFb RUNX1 block | Tau FP inhib | TR SRC2 fluor cs |
| --- | --- | --- | --- | --- | --- | --- | --- | --- | --- |
| 1 | CC1=C(C(N)=O)C(c2cccc(O)c2)n2ncnc2N1 (stereo unspecified) | -1.2% | -6.1% | x | x | -1.7% | x | -4.1% | -1.2% |
| 2 | O=C1c2ccccc2C(=O)N1c1ccccc1S(=O)C(F)(F)F (stereo unspecified) | 1.1% | -20.2% | -3.4%[46.1 µM] | 4.7% | 0.4% | -3.7% | 0.4% | -2.9% |
| 3 | Cc1nc2sc(C(c3ccco3)N3CCN(c4ccc(F)cc4)CC3)c(O)n2n1 (stereo unspecified) | -6.5% | 1.1% | -9.8% | 11.3% | -1.4% | 7.1% | 3.6% | 0.6% |
| 4 | CS(=O)(=O)N(CC(=O)Nc1ccccc1C(=O)N1CCOCC1)c1ccc(Cl)cc1 | 0.1% | -2.1% | 23.8% | 2.5% | 0.2% | 6.0% | 8.1% | -1.5% |
| 5 | Oc1cccc(NC(=S)N=Nc2c(O)[nH]c3ccccc23)c1 | u | 19.5% | -23.8% | -3.6% | 9.5% | 5.8% | 3.8% | u |
| 6 | COc1ccc(CCNC(=O)Cc2cccs2)cc1 | -11.9% | -0.3% | 5.4% | -2.3% | 1.1% | 1.5% | 0.5% | -1.3% |
| 7 | COc1cc(OC)c2cc(C(=O)N/N=C/c3cccc(OC)c3O)[nH]c2c1 | u | 3.4% | -9.1% | -6.0% | 10.8% | -6.8% | u | -18.0% |
| 8 | CCCN1CCN(C(=S)Nc2sc(CC)cc2C(=O)OC)CC1 | -23.8% | -1.5% | 44.6% | -1.7% | -0.6% | -1.0% | -2.6% | 2.3% |
| 9 | CCCC[C@H](NC(C)=O)C(=O)N[C@@H](CCC(=O)O)C(=O)N[C@@H](Cc1cnc[nH]1)C(=O)N[C@H](Cc1ccccc1)C(=O)N[C@@H](CCCN=C(N)N)C(=O)N[C@H](Cc1c[nH]c2ccccc12)C(=O)NCC(N)=O | x | -1.1% | x | -7.3% | x | -4.1% | x | -3.3% |
| 10 | CN(C)C(=S)c1ccccc1 | -10.7% | -2.7% | -19.7% | -2.9% | 5.7% | 6.3% | 1.3% | -2.9% |
| 11 | CCCn1c(=O)c2c(C(F)(F)F)cc(-c3ccco3)nc2n(CCC)c1=O | -4.5% | -7.8% | -3.6%[46.1 µM] | 6.4% | -1.0% | 4.0% | 3.4% | -6.4% |
| 12 | Cc1cc(C)nc(SCC(=O)Nc2cc(C)on2)n1 | 6.3% | -20.0% | -12.6%[46.1 µM] | 7.1% | -2.4% | 13.5% | 3.5% | -0.5% |
| 13 | CCCCNC(=S)Nc1ccc([N+](=O)[O-])cc1 | u | 7.1% | -11.2% | 2.7% | -1.8% | -6.5% | -12.8% | -0.2% |
| 14 | CC(=O)NCCn1c(SCc2ccc(C)cc2C)nc2ccccc2c1=O | -1.0% | 4.7% | u | 4.4% | -3.6% | -4.9% | 7.2% | 1.4% |
| 15 | COc1ccc(OC)c(NC(=O)N(C)CCc2c(C)nn(C)c2C)c1 | 6.9% | -5.3% | x | x | 2.4% | x | 7.7% | 0.0% |
| 16 | CN(C)S(=O)(=O)c1cccc(C(=O)OCC(=O)N2c3ccccc3NC(=O)C2(C)C)c1 | 4.9% | -0.9% | -5.4%[46.1 µM] | 5.1% | -3.6% | -4.8% | -2.3% | 1.2% |
| 17 | CNC(=O)c1csc(-c2ccc(Cl)cc2)n1 | -2.0% | 11.4% | -3.0% | -7.4% | 15.9% | 0.6% | 6.8% | -3.3% |
| 18 | CCOC(=O)N1CCN(C(=O)c2cn(C)c3ccc(S(=O)(=O)N4CCCC4)cc3c2=O)CC1 | 9.4% | -7.2% | 1.2%[46.1 µM] | -2.2% | -2.1% | 8.4% | 2.0% | -2.3% |
| 19 | C=NC(C(=O)NC1C(=O)N2C1SC(C)(C)C2C(=O)O)c1ccccc1 (stereo unspecified) | -10.9% | 5.3% | x | 16.7% | -1.3% | 0.0% | -10.2% | -2.1% |
| 20 | Cc1ccc(C)c(OCCn2c(CCNC(=O)C3CCCCC3)nc3ccccc32)c1 | 1.1% | -3.1% | x | x | -0.8% | x | u | 1.0% |
| 21 | O=C(NC1CCCCC1)C1CCC(CNS(=O)(=O)c2cccc3nsnc23)CC1 (stereo unspecified) | -4.0% | 2.7% | -7.6%[46.1 µM] | -1.2% | 0.0% | -2.1% | 2.2% | -1.1% |
| 22 | Cc1ccc(Cl)cc1NC(=O)c1sc(-n2nc(C)c(Cc3ccc4c(c3)OCO4)c2C)nc1C | 0.4% | -7.3% | x | x | -3.2% | x | -0.7% | 5.5% |
| 23 | Cc1nn(Cc2ccccc2)c(C)c1NC(=O)CSc1nc2c(c(C(F)(F)F)n1)CCc1ccccc1-2 | -12.9% | -6.9% | -34.1% | 2.2% | 1.9% | 1.5% | -1.0% | 2.6% |
| 24 | COc1cccc(NC(=O)C(c2ccccc2)N2CCCCC2)c1 (stereo unspecified) | -7.9% | -6.0% | -6.2% | 0.4% | -4.4% | 14.5% | -4.7% | 0.4% |

Values by screen from above.
CBFb RUNX1 block for entries 17–24 → 0.6%, 8.4%, 0.0%, x, -2.1%, x, 1.5%, 14.5%
NPSR antag for entries 17–24 → -3.0%, 1.2%[46.1 µM], x, x, -7.6%[46.1 µM], x, -34.1%, -6.2%

More compounds
| nr | smiles | Tau fluor cs | TRb-SRC2 inh | NPSR antag | aGal spleen mod | Epigenetic reg | CBFb RUNX1 block | Tau FP inhib | TR SRC2 fluor cs |
| --- | --- | --- | --- | --- | --- | --- | --- | --- | --- |
| 25 | CC(C)(C)NC(=O)C1CCN(C(=O)c2ccc(-c3ccccc3)cc2)CC1 | -2.6% | 5.5% | -0.8%[46.1 µM] | -12.2% | 0.0% | 6.2% | -1.7% | -6.9% |
| 26 | COc1ccc(NC(=O)CC2C(=O)N(c3ccc(C)cc3)C(=O)N2Cc2ccc3c(c2)OCO3)cc1 (stereo unspecified) | -16.4% | 0.8% | x | x | 6.0% | x | -2.2% | 0.4% |
| 27 | CCc1cccc(NC(=O)C2CCN(S(=O)(=O)c3cccc(-c4noc(C)n4)c3)CC2)c1 | u | -7.9% | x | x | 1.3% | x | -12.9% | -0.6% |
| 28 | CS(=O)(=O)N(CC(=O)NCc1ccccc1)Cc1ccc(Cl)cc1 | -5.3% | -0.5% | -10.4%[46.1 µM] | 2.7% | -0.3% | 5.8% | 3.0% | -1.4% |
| 29 | COc1cccc(-c2cc(C(=O)N3CCCCCC3)no2)c1 | 1.8% | -20.8% | u | -4.9% | 0.8% | 8.6% | 1.6% | 2.2% |
| 30 | O=C(c1ccco1)N1CCN(S(=O)(=O)c2ccc(S(=O)(=O)NC3CC3)cc2)CC1 | 0.7% | -16.7% | -9.9%[46.1 µM] | 4.5% | -4.0% | 0.7% | -1.9% | -0.9% |
| 31 | CCN1CCN(CC(=O)c2c(C)n(C)c3ccc(OC)cc23)CC1 | -5.1% | -0.7% | u | 7.1% | 0.0% | -3.1% | 3.2% | -1.0% |
| 32 | COc1cc(OC)c(CN2CCCCCCC2)cc1Br | -1.0% | 6.9% | -12.8%[46.1 µM] | 2.0% | -0.8% | -1.0% | -0.2% | 2.7% |

Five compounds drawn at random from those above, as already listed:
| nr | smiles | Tau fluor cs | TRb-SRC2 inh | NPSR antag | aGal spleen mod | Epigenetic reg | CBFb RUNX1 block | Tau FP inhib | TR SRC2 fluor cs |
| --- | --- | --- | --- | --- | --- | --- | --- | --- | --- |
| 26 | COc1ccc(NC(=O)CC2C(=O)N(c3ccc(C)cc3)C(=O)N2Cc2ccc3c(c2)OCO3)cc1 (stereo unspecified) | -16.4% | 0.8% | x | x | 6.0% | x | -2.2% | 0.4% |
| 31 | CCN1CCN(CC(=O)c2c(C)n(C)c3ccc(OC)cc23)CC1 | -5.1% | -0.7% | u | 7.1% | 0.0% | -3.1% | 3.2% | -1.0% |
| 32 | COc1cc(OC)c(CN2CCCCCCC2)cc1Br | -1.0% | 6.9% | -12.8%[46.1 µM] | 2.0% | -0.8% | -1.0% | -0.2% | 2.7% |
| 28 | CS(=O)(=O)N(CC(=O)NCc1ccccc1)Cc1ccc(Cl)cc1 | -5.3% | -0.5% | -10.4%[46.1 µM] | 2.7% | -0.3% | 5.8% | 3.0% | -1.4% |
| 30 | O=C(c1ccco1)N1CCN(S(=O)(=O)c2ccc(S(=O)(=O)NC3CC3)cc2)CC1 | 0.7% | -16.7% | -9.9%[46.1 µM] | 4.5% | -4.0% | 0.7% | -1.9% | -0.9% |

Remaining list, next part.
| nr | smiles | Tau fluor cs | TRb-SRC2 inh | NPSR antag | aGal spleen mod | Epigenetic reg | CBFb RUNX1 block | Tau FP inhib | TR SRC2 fluor cs |
| --- | --- | --- | --- | --- | --- | --- | --- | --- | --- |
| 33 | CCN(CC)S(=O)(=O)c1ccc(NC(=O)c2ccccc2N(C)S(C)(=O)=O)cc1 | -5.4% | -14.3% | -3.7%[46.1 µM] | 5.7% | -2.5% | -3.3% | -1.2% | -0.8% |
| 34 | CCCCN(C)CCNC(=O)CSCc1ccc(C)cc1 | -3.1% | -9.7% | 7.3% | 1.9% | 1.6% | -4.0% | -5.7% | 0.3% |
| 35 | O=C(COC(=O)c1cccc(C(=O)OCC(=O)NCc2ccc(F)cc2)n1)NCc1ccc(F)cc1 | -3.4% | -4.0% | 10.2% | -4.1% | -1.2% | -1.4% | 0.9% | 0.6% |
| 36 | Cc1ccc(C)n1NC(=O)c1ccco1 | -0.6% | -2.4% | 5.1%[46.1 µM] | 2.7% | 0.0% | -5.9% | -2.1% | 0.6% |
| 37 | CSc1nc(N(C)NC(=O)c2cccc(C)c2)c2ccccc2n1 | -17.0% | -6.1% | u | 0.9% | 2.7% | 2.7% | -11.7% | -0.3% |
| 38 | COc1ccc(Cl)cc1NC(=O)Cn1cc2c(n1)CCC(C)C2 (stereo unspecified) | -17.1% | 8.1% | x | x | 10.0% | x | -4.5% | -0.4% |
| 39 | CC(C)Cc1nc(N2CCN(C(=O)c3ccco3)CC2)c(C#N)c2c1CCC2 | -4.1% | 5.3% | u | u | 5.8% | -1.9% | 0.1% | -2.5% |
| 40 | COc1cccc(NC2=Nc3cccc4cccc2c34)c1 | u | 5.8% | -20.6% | 2.2% | 1.1% | -28.2% | 15.5% | 4.1% |
